# Screening data (PubChem BioAssay)
# Cav32 inh: blocks human Cav3.2 T-type calcium channel | actives 4% (n = 100,000) | O95180 | B-score at 10 µM | Cav3.2-expressing cells, Fluo-4 calcium fluorescence FDSS; hits give low values | AID 449739;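 active = single-dose well whose peak fluorescence ratio is a statistical outlier from its plate by either plate-standardised score or position-corrected B-score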
# Starred values were filed as active, the others as inactive. These rows are one share of the data; the hit share may differ from the screen's.
SMILES,Cav32 inh
O=C(Cn1cnc2c(nnn2Cc2ccccc2F)c1=O)N1CCN(c2ccccc2)CC1,0.99
CCCCCC(=O)Nc1ccc2oc(-c3ccncc3)nc2c1,0.002
CC(=O)NCCc1nc2ccccc2[nH]1,-0.067
COCC(=O)Nc1c(C(=O)Nc2ccccc2OC)oc2ccccc12,-1.1
CCc1cc2c(NCCN3CCCCC3)ncnc2s1,-0.011
Cc1ccc(-c2nnc3c4ccccc4c(C)nn23)cc1NC(=O)CN1CCOCC1,0.79
Clc1ccc(Cl)c(-c2nn3c(Cn4cnc5ccccc54)nnc3s2)c1,-0.22
Cc1ccccc1CSCC(=O)NC1CCCC1,1.2
O=C(CCN1CCc2ccccc2C1)Nc1ccc(F)cc1,-0.39
CCOc1ccc(N2C(=O)CSC2c2ccncc2)cc1 (stereo unspecified),-0.47
C=C(C)COc1ccc(-c2n[nH]c(C)c2-c2ccc(Br)cc2)c(O)c1,0.022
COc1ccc(C(=O)NCc2ccc3c(c2)cc(C)n3C)cc1,-1.4
CCOC(=O)c1ccc(NC(=O)CN(c2ccc(C)cc2)S(=O)(=O)c2c(C)nn(C)c2C)cc1,-1.3
Oc1ccccc1/C=N/NC1=NCCCCC1,0.61
COCCCNC(=O)CC(NS(=O)(=O)c1ccc(Cl)cc1)c1ccco1 (stereo unspecified),0.11
Cc1nc(N2CCCC2)c2ccsc2n1,0.36
Cc1cc2c(cc1C)C(=O)NC(C)(C)C2,-2.2
COC(=O)c1nc2n(n1)C(c1cccc(Cl)c1)C1=C(CCCC1=O)N2 (stereo unspecified),0.57
COc1cc(NC(=O)Nc2ccccc2OC)c(OC)cc1NC(=O)CN1CCCCC1,-2.2
Cc1ccc(-c2nn(-c3ccccc3)cc2/C=N/NS(=O)(=O)c2ccccc2)cc1,-1.9
Cc1c(NC(=O)c2cc(-n3cnnc3)ccc2Cl)cccc1-c1nc2ccccc2o1,0.9
N#Cc1c(NC(=O)CSc2ncn(-c3ccccc3)n2)sc2c1CCCC2,0.36
Cc1nnc(SCC(=O)NCc2ccc3c(c2)OCO3)[nH]c1=O,-0.55
Cc1cccc(OCCn2c(CCCO)nc3ccccc32)c1,-2.7
Cc1cc(C)nc(N/N=C/C(Cl)=C/c2ccccc2)n1,0.44
# (more compounds)
SMILES,Cav32 inh
O=C(COc1ccc2ccccc2c1Br)Nn1cnnc1,1.4
O=C(CCCl)Nc1cc(SCCO)cc([N+](=O)[O-])c1,-1.2
CC(=O)OCC(OC(C)=O)C(OC(C)=O)C(OC(C)=O)C(=O)Nc1ccc(C)cc1 (stereo unspecified),0.0063
O=C(NC(Cc1ccccc1)C(=O)O)/C(=C\c1ccc(F)cc1)NC(=O)c1ccccc1 (stereo unspecified),-0.59
CC1(C)CC(=O)C(C=Nc2ccccc2)=C(O)C1,0.22
CC1CCc2c(nc3ncnn3c2N2CC(C)OC(C)C2)C1 (stereo unspecified),1.9
Cn1c(CCNC(=O)c2ccco2)nc2cc(NC(=O)C3CCCCC3)ccc21,1.1
CCC(=O)Nc1ccc(NC(=O)c2ccco2)cc1,0.34
C=CCn1c(=O)c2ccccc2n2c(SCC(=O)/C(C#N)=C(\C)N)nnc12,0.99
Cc1cnc(Sc2ncccc2[N+](=O)[O-])nc1,0.014
CCCc1nnc(NC(=O)c2cc3ccccc3oc2=O)s1,0.13
CCOc1ccccc1CNc1ccc(N2CCOCC2)c(C(=O)O)c1,2.1
CCSc1nnc(Nc2ccccc2)s1,-0.17
Cc1ccc2nc(N/N=C/c3ccccc3C#N)nc(-c3ccccc3)c2c1,-0.57
O=C(CC1(C(F)(F)F)OCCO1)Nc1ccc2c(c1)OCO2,-1.2
Cc1cc2c(cc(C(=O)OC(C(=O)NCc3ccco3)C(C)C)n2C)o1 (stereo unspecified),-0.085
CCn1c(SCC(=O)Nc2cc(C)ccc2C)nc2c(c1=O)SC(C)C2 (stereo unspecified),1.5
Oc1ccccc1C1=Nc2ccccc2N=C(c2ccco2)C1,-0.32
COC(=O)c1[nH]c2ccccc2c1NC(=O)CN1CCN(c2cccc(OC)c2)C(C)C1 (stereo unspecified),-3.1
CC(=O)N1CCN(c2ccccc2NC(=O)COc2ccc(Cl)cc2Cl)CC1,-4.7*
O=C(NC1=NCCS1)C1Cc2ccccc2CN1C(=O)c1ccccc1 (stereo unspecified),1
Cc1ccc(CC2CC(=O)N(c3ccncc3)C2=O)cc1 (stereo unspecified),0.26
CCOCC(=O)Nc1cccc(NC(C)=O)c1,0.34
COc1ccccc1S(=O)(=O)Nc1cccc(-c2nnc3n2CCCCC3)c1,2.1
Cc1ccccc1OCC(=O)NCCN(C)C,-0.22
# More entries
SMILES,Cav32 inh
COCc1[nH]nc2c1C1(CCSCC1)C(C#N)=C(N)O2,0.33
Cc1cccc(-n2ncc3c(NCc4ccc5c(c4)OCO5)ncnc32)c1,-0.57
CCN(CC)S(=O)(=O)c1ccc(-c2nnc(SCC(=O)c3ccc(OC)cc3)o2)cc1,-1.4
O=C(NCCCCO)C(F)(F)C(F)(F)C(F)(F)C(=O)NCCCCO,-0.52
Cc1c(N=Cc2ccncc2)c(=O)n(-c2ccccc2)n1C,0.15
COCCN(C(=O)CCC(=O)Nc1ccccn1)C(C(=O)NC1CCCC1)c1ccc(OC)cc1 (stereo unspecified),0.015
CCOC(=O)C1CCN(c2nc3ccccc3nc2C(C#N)C(=O)OC(C)COC)CC1 (stereo unspecified),-4.4*
CCN(CC)CCNC(=O)c1ccc(CS(=O)(=O)c2ccc(Br)cc2)o1,1.2
Cc1nnc(SCC(N)=O)n1CCc1ccccc1,0.48
CN(C)c1ccc(CNn2cnnc2)cc1,0.16
Cc1ccc2c(c1)[nH]c1c(=O)n(CCCN3CCOCC3)cnc12,-0.29
COc1ccc(-c2cnn(C3CCS(=O)(=O)C3)c2N)cc1 (stereo unspecified),2
CCCC(c1nnnn1Cc1ccco1)N1CCN(C2CCCC2)CC1 (stereo unspecified),-0.21
Cc1cc(=O)[nH]c(-c2ccccc2O)n1,0.66
Cc1csc(NC(=O)CSc2nnc(-c3ccoc3C)n2Cc2ccco2)n1,-0.87
COC(=O)c1cc(NC(=O)Cc2ccc(OC)cc2)cc(C(=O)OC)c1,0.069
CC[n+]1ccc(C)c2cc(S(=O)C(F)(F)F)ccc21 (stereo unspecified),0.89
CCC(C)NC(=O)c1ccc(CS(=O)(=O)Cc2ccc(Cl)cc2)o1 (stereo unspecified),1.2
Nc1nc(N2CCOCC2)nc(N(c2ccccc2)c2ccccc2)n1,1
O=C(OCc1ccccc1)N1CCOCCOCCN(C(=O)OCc2ccccc2)CCOCCOCC1,-2
CN(C)c1ccc(C(=S)N2CCN(c3ccccc3)CC2)cc1,-3.6
O=C(CSc1ncn(-c2ccccc2)n1)c1cccs1,-0.48
CC(C)OC(=O)C(CC(=O)O)NCc1ccccc1 (stereo unspecified),0.52
CCN(CC)C(=O)c1cc2c(=O)n3cccc(C)c3nc2n1C,0.5
COc1cc(C)c(S(=O)(=O)N2CCN(C)CC2)cc1C,1.1
# Continuation.
SMILES,Cav32 inh
COc1cc2c(=O)c(-c3ccc(O)cc3)coc2cc1OC1OC(CO)C(O)C(O)C1O (stereo unspecified),0.57
Nc1ccc(Cc2nc3c(ccc4ccccc43)[nH]2)cc1,0.00013
Cc1nc2nc3c(cn2n1)C(=O)CC(c1ccccc1)C3 (stereo unspecified),-0.14
C=CCSc1nnc2c(n1)OC(c1c(C)[nH]n(-c3ccccc3)c1=O)Nc1ccccc1-2 (stereo unspecified),-0.092
Cc1ccc(CC(=O)NCc2ccc3c(c2)OCO3)cc1,-0.91
COc1ccc(-c2ccnc3nc(N4CCN(c5ccccc5)CC4)nn23)cc1,-1.1
Cc1ccc(CNC(=O)C2CC(c3ccccc3C(F)(F)F)=NO2)o1 (stereo unspecified),0.025
COc1ccc(NC(=O)C23CCC(C2)C(C)(C)C3=O)cc1 (stereo unspecified),0.39
Cc1ccc(Cn2ccc(NC(=O)CCSc3nc(-c4ccco4)cc(C(F)(F)F)n3)n2)cc1,-9*
FC(F)(F)c1cc(-c2ccco2)nc(-n2nc(C(F)(F)F)cc2C2CC2)n1,-1.1
N#Cc1cn(-c2ccccc2)nc1-c1ccccc1,-0.8
C=CCNC(=O)CN(c1ccccc1OCC)S(=O)(=O)c1ccc(C)cc1,2
CC(C)(C)c1ccc(NC(=O)COC(=O)C2=COCCO2)cc1,-0.086
CCOC(=O)c1ccc2c(c1)nc(COc1ccc(OC)cc1)n2CC,-1.2
CC(/C=C/c1ccc(O)cc1)=N/O,-0.0063
Cc1ccc(CNC2=NCCCCC2)n1C,0.2
O=C(Nc1cccnc1)C1(F)C(F)(F)C(F)(F)C(F)(F)C(F)(F)C1(F)F,-0.51
CN(C)C(=O)CSc1nc2ccccc2c(=O)[nH]1,0.38
O=C(CSc1nnc(-c2ccco2)n1CC1CCCO1)c1ccccc1 (stereo unspecified),1.4
O=C1c2ccccc2C(=O)N1c1ccccc1S(=O)C(F)(F)F (stereo unspecified),0.3
Cc1ccccc1CN1CCN(C(=O)c2cccc(F)c2)CC1,-0.54
CC(=O)Cc1nsc(NC(=O)c2ccc(COc3ccc(C)cc3)o2)n1,0.53
CCOc1ccc(OCC)c(NC(=O)CSc2nc3ccccc3c(=O)n2C)c1,0.53
N#Cc1ncc(C(F)(F)F)cc1Sc1ccc(N)cc1,-0.88
C=CCNC(=O)C(C)Sc1ccc(Cl)cc1 (stereo unspecified),-0.089

# Taken from the listing, 22 compounds:
SMILES,Cav32 inh
Nc1ccc(Cc2nc3c(ccc4ccccc43)[nH]2)cc1,0.00013
Cc1nc2nc3c(cn2n1)C(=O)CC(c1ccccc1)C3 (stereo unspecified),-0.14
C=CCSc1nnc2c(n1)OC(c1c(C)[nH]n(-c3ccccc3)c1=O)Nc1ccccc1-2 (stereo unspecified),-0.092
Cc1ccc(CC(=O)NCc2ccc3c(c2)OCO3)cc1,-0.91
COc1ccc(-c2ccnc3nc(N4CCN(c5ccccc5)CC4)nn23)cc1,-1.1
Cc1ccc(CNC(=O)C2CC(c3ccccc3C(F)(F)F)=NO2)o1 (stereo unspecified),0.025
COc1ccc(NC(=O)C23CCC(C2)C(C)(C)C3=O)cc1 (stereo unspecified),0.39
Cc1ccc(Cn2ccc(NC(=O)CCSc3nc(-c4ccco4)cc(C(F)(F)F)n3)n2)cc1,-9*
FC(F)(F)c1cc(-c2ccco2)nc(-n2nc(C(F)(F)F)cc2C2CC2)n1,-1.1
N#Cc1cn(-c2ccccc2)nc1-c1ccccc1,-0.8
C=CCNC(=O)CN(c1ccccc1OCC)S(=O)(=O)c1ccc(C)cc1,2
CC(C)(C)c1ccc(NC(=O)COC(=O)C2=COCCO2)cc1,-0.086
CCOC(=O)c1ccc2c(c1)nc(COc1ccc(OC)cc1)n2CC,-1.2
CC(/C=C/c1ccc(O)cc1)=N/O,-0.0063
Cc1ccc(CNC2=NCCCCC2)n1C,0.2
O=C(Nc1cccnc1)C1(F)C(F)(F)C(F)(F)C(F)(F)C(F)(F)C1(F)F,-0.51
CN(C)C(=O)CSc1nc2ccccc2c(=O)[nH]1,0.38
O=C(CSc1nnc(-c2ccco2)n1CC1CCCO1)c1ccccc1 (stereo unspecified),1.4
O=C1c2ccccc2C(=O)N1c1ccccc1S(=O)C(F)(F)F (stereo unspecified),0.3
Cc1ccccc1CN1CCN(C(=O)c2cccc(F)c2)CC1,-0.54
CC(=O)Cc1nsc(NC(=O)c2ccc(COc3ccc(C)cc3)o2)n1,0.53
CCOc1ccc(OCC)c(NC(=O)CSc2nc3ccccc3c(=O)n2C)c1,0.53

# Following part.
SMILES,Cav32 inh
COc1ccc(-c2cc(=O)c3ccccc3[nH]2)cc1,-0.93
CCCOC(=O)c1c(NC(=O)CSc2nc(-c3ccco3)cc(C(F)(F)F)n2)sc(C(=O)OC)c1C,-5.2*
O=C(Cc1ccc(F)cc1)Nc1ccc(F)c([N+](=O)[O-])c1,-0.73
Cc1cccc(CN2CCC(C(N)=O)CC2)c1,1.1
CC1CCCCN1CCNC(=O)C1CC(=O)N(c2ccc(F)c(Cl)c2)C1 (stereo unspecified),-0.21
COc1cc2c(cc1NC(=O)CSCC(=O)O)oc1ccccc12,0.94
O=c1c(-c2ccccc2)coc2c(CN3CCCC3)c(O)ccc12,1
CCN1/C(=C/c2ccc3cccc(C)c3[n+]2CC)Sc2ccccc21,-3.9*
COc1ccc(NC(=O)CSc2nncs2)cc1OC,-0.17
COc1cccc(/C=C2/CN(C)CC3=C2OC(N)=C(C#N)C3c2cccc(OC)c2)c1 (stereo unspecified),-0.68
COc1ccc(OCC(O)Cn2c(=N)n(CCN3CCCCC3)c3ccccc32)cc1 (stereo unspecified),-0.056
Cc1ccc(S(=O)(=O)N2CCCC2C(=O)O)cc1 (stereo unspecified),0.025
Cc1cc(-n2ccc(=O)[nH]c2=O)nc(-c2ccccc2)n1,-0.57
CC(C)(C)n1nnnc1C(c1ccccc1)N1CCc2ccccc2C1 (stereo unspecified),-2.1
COCCNC(=O)C(C)Oc1ccc(Cl)cc1Cl (stereo unspecified),1.1
Cc1ccc2[nH]c3c(=O)n(Cc4ccccn4)cnc3c2c1,-0.19
Clc1ccc(COc2ccccn2)c(Cl)c1,0.04
COc1ccc(-c2csc(NC(=O)CSc3nc(C)cs3)n2)cc1,-0.14
COc1ccc(CNC(C)C2COc3ccccc3O2)c(OC)c1 (stereo unspecified),0.22
CCCc1c(-c2ccc(O)cc2)nn(-c2ccc(O)cc2)c1-c1ccc(O)cc1,-2.3
O=C(c1ccc(N2CCN(C3CC(=O)N(c4ccc(F)cc4)C3=O)CC2)cc1)c1cccnc1 (stereo unspecified),-0.4
COc1ccccc1NC(=O)CSc1nc2ccccc2n1C(C)=O,-0.69
Cc1ccc(-n2c(N)c(C#N)c(-c3ccccc3)c(C#N)c2=O)cc1,0.83
CC(C)OCCCNC(=O)C(C)Oc1ccccc1 (stereo unspecified),0.53
O=C(COc1ncnc2ccc(Br)cc12)N1CCOCC1,0.94
# Remaining list, next part
SMILES,Cav32 inh
CCOC(=O)Cc1cc(OC)c(OC)cc1Cc1cc(OC)c(OC)cc1CC(=O)OCC,-0.3
CC(C)C(=O)Nc1ccc(N2CCN(S(C)(=O)=O)CC2)cc1,0.14
CCC(C)NC(=O)c1ccc(CSc2nc3ccncc3n2Cc2ccc(F)cc2)cc1 (stereo unspecified),-0.051
Cc1cc(NC(=O)CN2CCN(S(=O)(=O)c3ccc(Cl)cc3)CC2)no1,0.23
CN1C(=O)N(C)C2C1NC(=O)N2C (stereo unspecified),-0.011
Cc1cc(NC(=O)c2ccco2)ccc1NC(=O)Cc1cccs1,1.3
